Epigenetic reg – derepresses silenced GFP reporter in murine cells; Potency, µM (series often up to 53.9 µM), for inactives: at the highest dose GFP activation, most hits filed as activators; murine LDR cells, GFP reporter derepression, 30 h; actives 0.2% (n = 280,000); note: % of control where 0% means no effect; nearly all actives have a fitted effect of over 60% in size
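Murine LDR cells bearing a silenced CMV-driven GFP reporter were exposed to compound for 30 h at 37 C. After PBS washes, GFP-positive cells (20-120 um objects) counted by laser-scanning microplate cytometry.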
NPSR antagonist – blocks cAMP signaling of the human neuropeptide S receptor | Q6W5P4 | CHO-NPSR cells, cAMP TR-FRET, antagonist mode | Potency, µM (top dose mostly 38.3 µM), for inactives: top-dose activity change, negative = inhibition, usual class: inhibitors | actives 1% (n = 220,000) | AID 1461; note: % is set by controls: 0 for no effect and ±100 for the full control effect; nearly all actives have a fitted effect of over 50% in size; many of its hits are not listed in these tables
Target sequence (Q6W5P4 whole entry, looked up): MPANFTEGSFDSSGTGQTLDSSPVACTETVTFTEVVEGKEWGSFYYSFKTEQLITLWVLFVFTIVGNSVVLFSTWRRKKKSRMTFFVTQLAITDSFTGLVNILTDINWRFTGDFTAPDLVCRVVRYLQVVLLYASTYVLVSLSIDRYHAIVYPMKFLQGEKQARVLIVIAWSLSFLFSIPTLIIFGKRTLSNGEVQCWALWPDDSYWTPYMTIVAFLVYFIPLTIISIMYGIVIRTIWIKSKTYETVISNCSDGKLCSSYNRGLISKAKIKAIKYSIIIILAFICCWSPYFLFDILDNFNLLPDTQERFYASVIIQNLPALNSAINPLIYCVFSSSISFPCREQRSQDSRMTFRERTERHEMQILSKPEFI
GAA glycogen – GAA glycogen-cleavage inhibition or activation; P10253; recombinant GAA, glycogen substrate, Amplex Red glucose oxidase fluorescence; Potency, µM (titrated, usually from 76.4 µM), without a hit: at the highest dose activity change, negative = inhibition, hits mostly inhibitors; actives 0.38% (n = 300,000); AID 2100;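 note: 0% = full enzyme reaction and -100% = no-enzyme basal signal; the screen sought inhibitors and activators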
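Recombinant enzyme (4 nM final) with compounds titrated up to 77 uM and bovine liver glycogen (30 ug) in citrate pH 5.0, 0.01% Tween-20, 37 C 40 min. Released glucose detected by Amplex Red/glucose oxidase (Ex 573/Em 610); AC50 from Hill fits.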
GAA inh – alpha-glucosidase (human) inhibition. P10253. purified human GAA, 4-MU-alpha-glucoside fluorescence. Potency, µM (top dose mostly 76.9 µM), for the others: top-dose activity change, negative = inhibition, hits mostly inhibitors. actives 0.005% (n = 200,000). AID 1466;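 note: plate controls were uninhibited enzyme wells for no effect and no-enzyme background for full effect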
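Enzyme (4 nM final) mixed with compound (up to 77 uM), then 4-MU-alpha-D-pyranoside (400 uM final) added; 20 min at room temperature, pH 5.0. Reaction stopped at pH 10, fluorescence read, AC50 derived by Hill fit.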
Tau fluor cs – counter-screen for tau fibril formation inhibitors | tau K18 P301L Alexa594 fluorescence, heparin fibrillization | Potency, µM (series often up to 57.7 µM), inactives show at the top dose activity change, negative = decrease | actives 0.93% (n = 280,000); note: % is set by controls: 0 for no effect and ±100 for the full control effect; nearly all actives have a fitted effect of over 55% in size
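Human tau K18 P301L (15 uM unlabeled, 0.24 uM Alexa 594-labeled) in 100 mM sodium acetate pH 7 with 20 uM heparin, 6 hr at 37 C. ThT 30 uM added, 1 hr ambient; Alexa 594 FP and total fluorescence read at 555/632 nm.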
GAA spleen mod – inhibits or activates alpha-glucosidase in human spleen homogenate; P10253; human spleen homogenate, 4-MU-alpha-glucoside fluorescence; Potency, µM (series often up to 79.9 µM), for the others: at the top dose activity change, negative = inhibition, hits mostly inhibitors; actives 0.006% (n = 240,000); AID 2112;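 note: 0% = enzyme with vehicle and -100% = no enzyme basal signal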
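Enzyme source: human spleen homogenate, 1 ug/well. Buffer 50 mM citric acid/K phosphate pH 5.0, 0.01% Tween-20. 4-MU-alpha-glucoside 1 mM; 37 C x 40 min; NaOH/glycine stop; fluorescence.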
aGal spleen mod – inhibits or activates alpha-galactosidase in human spleen homogenate; P06280; human spleen homogenate, 4MU-alpha-Gal fluorescence, 40 min; Potency, µM (top dose mostly 80 µM), for the others: at the highest dose activity change, negative = inhibition, hits mostly inhibitors; actives 0.008% (n = 240,000); AID 2107;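 note: 0% = enzyme with vehicle and -100% = no enzyme basal signal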
Target sequence (P06280 32-429 limits assumed): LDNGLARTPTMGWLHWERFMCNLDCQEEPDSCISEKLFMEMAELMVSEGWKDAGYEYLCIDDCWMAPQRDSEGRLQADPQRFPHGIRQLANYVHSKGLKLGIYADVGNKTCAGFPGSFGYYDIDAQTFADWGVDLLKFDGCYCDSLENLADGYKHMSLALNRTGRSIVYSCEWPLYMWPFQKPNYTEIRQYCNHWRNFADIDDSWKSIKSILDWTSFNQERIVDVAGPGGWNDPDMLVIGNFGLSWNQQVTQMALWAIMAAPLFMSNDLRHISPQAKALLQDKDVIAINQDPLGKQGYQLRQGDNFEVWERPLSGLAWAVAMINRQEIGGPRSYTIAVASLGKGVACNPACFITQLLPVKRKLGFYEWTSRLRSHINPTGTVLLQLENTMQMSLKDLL
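Spleen homogenate 1 ug + cpd (titration) + 4-MU-alpha-D-galactopyranoside 1 mM; 37C 40 min; 50 mM citrate/phosphate pH 5.0, 0.01% Tween-20; stop pH 10; fluorescence 365/440; AC50 via Hill.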
ALDH1A1 inh – ALDH1A1 (human) enzyme inhibition. P00352. Purified ALDH1A1, NADH fluorescence, propionaldehyde substrate. Potency, µM (series often up to 75.3 µM), without a hit: at the top dose activity, negative = inhibition, hits mostly inhibitors. actives 7.3% (n = 220,000). AID 1030; active = well fitted inhibition curve with a large enough effect, not every such curve was filed as active; inconclusive = small, poorly fitted or top-dose-only effect, or another doubt; inactive = no such curve, though single readings can be large or run the other way;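 note: plate controls were no enzyme wells and a reference inhibitor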
Active calls of the source: *; & = joins results of further samples; [ ] = another dose, or the depositor's remark. Unless noted, calls come from the whole dose curve; as a rule, active = well fitted curve in the direction sought with a large enough effect; inconclusive = small, poorly fitted or top-dose-only effect, or another doubt; inactive = no such curve, though single readings can be large; an effect the other way counts as inactive or inconclusive. Potency is the fitted concentration of half-maximal effect. Some of the compounds tested; the hit share may differ from the screen's.

Screening O=C(Nc1nc(-c2ccccc2)cs1)C1COc2ccccc2O1 (stereo unspecified) returned Epigenetic reg 1.0%, NPSR antagonist -14%[46.1 µM], GAA glycogen -1%, GAA inh -6%, Tau fluor cs -29%, GAA spleen mod -4%, aGal spleen mod -2% and ALDH1A1 inh 4%.
Screening CC(=O)Nc1ccc(-c2nnn(CC(=O)c3ccc(F)cc3)n2)cc1Cl returned Epigenetic reg 0.0%, NPSR antagonist 1%, GAA glycogen 5%, Tau fluor cs -1%, GAA spleen mod -2% and aGal spleen mod 5%.
For c1ccc2c(c1)ncn2CCn1cnc2ccccc21 the results were Epigenetic reg 9.5%, NPSR antagonist -3%[46.1 µM], GAA glycogen 18%, GAA inh 2%, Tau fluor cs 6%, GAA spleen mod -8%, aGal spleen mod -2% and ALDH1A1 inh -6%.
Screening OC(COCc1ccc2c(c1)OCO2)CN1CCC(Cc2ccccc2)CC1 (stereo unspecified) returned Epigenetic reg 1.1%, NPSR antagonist 4%, GAA glycogen -11%, GAA inh -11%, Tau fluor cs 0%, GAA spleen mod -5%, aGal spleen mod -5% and ALDH1A1 inh -4%.
For CCOc1ccc(NC(=O)CC2C(=O)N(c3ccccc3)C(=O)N2CCc2cccs2)cc1 (stereo unspecified) the results were Epigenetic reg -2.4%&-2.0%, NPSR antagonist -21%, GAA glycogen 5%[76.3 µM], GAA inh 3%, Tau fluor cs inconclusive, GAA spleen mod 4%, aGal spleen mod 6% and ALDH1A1 inh inconclusive.
COc1ccc2c(c1)CCCC21SC(NC(C)=O)=NN1C(C)=O (stereo unspecified) was read as Epigenetic reg -0.9%, NPSR antagonist 2%, GAA glycogen -1%, GAA inh -2%, Tau fluor cs -3%, GAA spleen mod 2%, aGal spleen mod 3% and ALDH1A1 inh 0%.
`CCN(C(=O)c1cccs1)c1nnc(-c2ccncc2)s1` gave Epigenetic reg 0.0%, NPSR antagonist -19%[46.1 µM], GAA glycogen 6%, GAA inh -2%, Tau fluor cs -4%, GAA spleen mod 1%, aGal spleen mod 7% and ALDH1A1 inh -16%.
For CC(OC(=O)CN(C)S(=O)(=O)c1ccc(Cl)cc1)C(=O)Nc1ccc(N2CCOCC2)cc1 (stereo unspecified) the results were Epigenetic reg -0.6%, NPSR antagonist -9%[46.1 µM], GAA glycogen 4%, GAA inh -8%, Tau fluor cs -13%, GAA spleen mod 1%, aGal spleen mod 11% and ALDH1A1 inh 7%.
For O=C(NCCc1ccccn1)C1CCCN(S(=O)(=O)Cc2ccccc2)C1 (stereo unspecified) the results were Epigenetic reg -0.1%, NPSR antagonist -5%[46.1 µM], GAA glycogen 3%, GAA inh 5%, Tau fluor cs -6%, GAA spleen mod -1%, aGal spleen mod -6% and ALDH1A1 inh 17%.
For Cc1ccccc1-n1c(SCC(=O)NC(N)=O)nc2sc(-c3ccccc3)cc2c1=O the results were Epigenetic reg -2.0%, NPSR antagonist -38%, GAA glycogen 5%, GAA inh 2%, Tau fluor cs 8%, GAA spleen mod -1%, aGal spleen mod 3% and ALDH1A1 inh inconclusive.
For Nc1c(Cl)cc2c(c1Oc1ccccc1)C(=O)c1ccccc1C2=O the results were Epigenetic reg -6.5%, NPSR antagonist -28%[46.1 µM], GAA glycogen 1%, GAA inh -3%, Tau fluor cs 14µM*[quencher], GAA spleen mod -3%, aGal spleen mod 1% and ALDH1A1 inh -8%.
For O=C1C=C(NCc2ccncc2)CC(c2ccccc2)C1 (stereo unspecified) the results were Epigenetic reg -0.5%, NPSR antagonist -4%[46.1 µM], GAA glycogen 5%, GAA inh 4%, Tau fluor cs -1%, GAA spleen mod 3%, aGal spleen mod -1% and ALDH1A1 inh -11%.
Screening CCOc1c(/C=C(\C#N)C(N)=O)c2ccccc2n1CC returned Epigenetic reg -2.2%, NPSR antagonist -4%, GAA glycogen 8%, GAA inh 5%, Tau fluor cs -10%, GAA spleen mod -21%, aGal spleen mod -1% and ALDH1A1 inh 6%.
`O=C(CCc1nc(-c2ccccc2F)no1)NCCN1CCc2ccccc2C1` gave Epigenetic reg 0.7%, NPSR antagonist -7%[46.1 µM], GAA glycogen 0%, GAA inh -4%, Tau fluor cs -7%, GAA spleen mod -4%, aGal spleen mod -2% and ALDH1A1 inh 0%.
Screening CCOC(=O)c1c(C(C)(C)C)oc2ccc(OCC#N)cc12 returned Epigenetic reg -0.1%, NPSR antagonist -6%[46.1 µM], GAA glycogen -9%, GAA inh -7%, Tau fluor cs -17%, GAA spleen mod 0%, aGal spleen mod 3% and ALDH1A1 inh -8%.
`COc1cc(/C=C/C(=O)NCCn2c(C)cc3ccccc32)cc(OC)c1OC` gave Epigenetic reg -3.1%, NPSR antagonist -3%, GAA glycogen -1%, GAA inh -6%, Tau fluor cs inconclusive, GAA spleen mod 3%, aGal spleen mod -4% and ALDH1A1 inh -2%.
Screening O=C(CNC1=NCCC1)c1ccc(Cl)cc1 returned Epigenetic reg 4.2%, NPSR antagonist 27%, GAA glycogen -18%, GAA inh 2%, Tau fluor cs -3%, GAA spleen mod 0%, aGal spleen mod -1% and ALDH1A1 inh -13%.
CCCOc1ccc(N2C(=O)CC(SCCN)C2=O)cc1 (stereo unspecified) was read as Epigenetic reg 0.0%, NPSR antagonist -13%[46.1 µM], GAA glycogen 8%, GAA inh -5%, Tau fluor cs 6%, GAA spleen mod -5%, aGal spleen mod -1% and ALDH1A1 inh 0.22µM*.
Cc1nnc(N/N=C/c2cc(C)n(-c3ccc(F)cc3)c2C)n1N was read as Epigenetic reg -2.2%, NPSR antagonist 27%, GAA glycogen inconclusive, GAA inh 0%, Tau fluor cs -24%, GAA spleen mod -1%, aGal spleen mod 1% and ALDH1A1 inh -7%.
Screening Cc1nnc(SCC(=O)N2CCCCCC2)n(N)c1=O returned Epigenetic reg 4.0%, NPSR antagonist 9%, GAA glycogen 1%, GAA inh 0%, Tau fluor cs -4%, aGal spleen mod -2% and ALDH1A1 inh inconclusive.

The last 2 compounds of the part above lead into the next.
Cc1nnc(N/N=C/c2cc(C)n(-c3ccc(F)cc3)c2C)n1N was read as Epigenetic reg -2.2%, NPSR antagonist 27%, GAA glycogen inconclusive, GAA inh 0%, Tau fluor cs -24%, GAA spleen mod -1%, aGal spleen mod 1% and ALDH1A1 inh -7%.
Screening Cc1nnc(SCC(=O)N2CCCCCC2)n(N)c1=O returned Epigenetic reg 4.0%, NPSR antagonist 9%, GAA glycogen 1%, GAA inh 0%, Tau fluor cs -4%, aGal spleen mod -2% and ALDH1A1 inh inconclusive.
For S=c1[nH]c2ccc(Cl)cc2[nH]1 the results were Epigenetic reg -1.0%, NPSR antagonist 17%, GAA glycogen -5%, GAA inh 1%, Tau fluor cs -1%, GAA spleen mod -5%, aGal spleen mod -10% and ALDH1A1 inh 8.9µM*.
Screening COc1ccc(C(CNC(=O)COc2ccc(-c3ccccc3)cc2)N2CCOCC2)cc1 (stereo unspecified) returned Epigenetic reg -1.3%, NPSR antagonist 22%, GAA glycogen 1%, GAA inh -3%, Tau fluor cs -2%, GAA spleen mod 10%, aGal spleen mod 7% and ALDH1A1 inh inconclusive.
For Cn1ncc2cc(NC(=S)NC(=O)c3ccccc3)ccc21 the results were Epigenetic reg 0.0%, NPSR antagonist -15%[46.1 µM], GAA glycogen -8%, GAA inh 1%, Tau fluor cs -10%, GAA spleen mod 2%, aGal spleen mod -8% and ALDH1A1 inh inconclusive.
COCCNc1oc(-c2ccccc2Cl)nc1C#N was read as Epigenetic reg 1.4%, NPSR antagonist -5%[46.1 µM], GAA glycogen 6%, GAA inh -4%, Tau fluor cs -7%, GAA spleen mod -2%, aGal spleen mod 5% and ALDH1A1 inh inconclusive.
`COc1ccc(NC(=O)c2ccco2)cc1NC(=O)c1ccc(Br)o1` gave Epigenetic reg 0.0%, NPSR antagonist 13%[46.1 µM], GAA glycogen 8%, GAA inh -5%, Tau fluor cs -18%, GAA spleen mod -3%, aGal spleen mod 1% and ALDH1A1 inh inconclusive.
`NC(=O)[C@H]1CC2(CC(c3cccc(NC(=O)CC(c4ccccc4)c4ccccc4)c3)=NO2)CN1C(=O)CC(c1ccccc1)c1ccccc1` (stereo partly specified) gave Epigenetic reg 4.6%, NPSR antagonist -5%, GAA glycogen -8%, Tau fluor cs -14%, GAA spleen mod 5% and aGal spleen mod 4%.
Screening CCN(CC)S(=O)(=O)c1ccc(-c2nnc(SCC(=O)Nc3nc(C)cs3)o2)cc1 returned Epigenetic reg 0.5%, NPSR antagonist -27%[46.1 µM], GAA glycogen -13%, GAA inh -4%, Tau fluor cs -9%, GAA spleen mod 2%, aGal spleen mod 5% and ALDH1A1 inh -5%.
Screening COc1ccc(C(CNC(=O)c2cccc(N(C)C)c2)N2CCCC2)cc1 (stereo unspecified) returned Epigenetic reg 0.0%, NPSR antagonist -22%[46.1 µM], GAA glycogen -6%, GAA inh -5%, Tau fluor cs -10%, GAA spleen mod 5%, aGal spleen mod 8% and ALDH1A1 inh 2%.
Screening CN(C)CCOC(=O)C1(c2ccccc2)CCCC1 returned Epigenetic reg 2.2%, NPSR antagonist 7%[46.1 µM], GAA glycogen -4%, GAA inh 5%, Tau fluor cs -12%, GAA spleen mod 1%, aGal spleen mod 1% and ALDH1A1 inh -1%.
Cn1c(=O)c2c(O)c([N+](=O)[O-])c(=O)n(C)c2n(C)c1=O was read as Epigenetic reg -1.0%, NPSR antagonist 12%, GAA glycogen 3%, Tau fluor cs 0%, GAA spleen mod 3% and aGal spleen mod 6%.
`CCc1c(C#N)c(SCCC(=O)Nc2ccc(C)cc2)nc2c1C(=O)CC(C)(C)C2` gave Epigenetic reg -1.9%, NPSR antagonist inconclusive, GAA glycogen -8%, GAA inh -6%, Tau fluor cs -28%, GAA spleen mod -4%, aGal spleen mod -1% and ALDH1A1 inh inconclusive.
For COC(=O)c1cc(Br)c(=O)n(-c2ccc(OC)cc2)c1 the results were Epigenetic reg 0.9%, NPSR antagonist 5%[46.1 µM], GAA glycogen 7%, GAA inh -3%, Tau fluor cs -1%, GAA spleen mod -15%, aGal spleen mod -25% and ALDH1A1 inh inconclusive.

From PubChem
